LMPTP block – blocks human LMPTP phosphatase; P24666; recombinant LMPTP-A, OMFP fluorogenic substrate, fluorescence intensity; inhibition, % at 20 µM; 0.22% of 360,000 active; AID 651560;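 active = compounds that cut the enzyme signal by at least half of the control window in the single-dose screen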;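 also: plate controls were DMSO wells with enzyme plus substrate for no effect and substrate without enzyme for full effect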
Target sequence (P24666 whole entry, looked up): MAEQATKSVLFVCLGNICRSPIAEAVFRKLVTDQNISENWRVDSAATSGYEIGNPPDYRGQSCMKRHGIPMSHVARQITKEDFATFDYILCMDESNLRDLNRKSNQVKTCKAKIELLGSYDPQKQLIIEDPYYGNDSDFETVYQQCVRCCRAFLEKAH
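Test system – LMPTP-A phosphatase enzyme · Quantity – 0.625 nM LMPTP-A final · Reagent – OMFP substrate, 400 µM final · Dosing – one test concentration per compound, 20 µM, with 3% DMSO overall · Timing – 50 min enzyme reaction at room temperature, protected from light · Detection – fluorescence intensity · Controls – substrate-only low control, DMSO enzyme-plus-substrate high control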
Scp-1 inhibitor – blocks human Scp-1 phosphatase activity; Q9GZU7; Recombinant Scp1, phosphopeptide, malachite green phosphate absorbance; inhibition, % at 20 µM; 0.88% of 340,000 active; AID 493091;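 active = inhibition above about 50% at 20 µM, limit read from the data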;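 also: plate controls were DMSO wells with enzyme for no effect and wells lacking enzyme for full effect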
Target sequence (Q9GZU7 76-261 limits assumed): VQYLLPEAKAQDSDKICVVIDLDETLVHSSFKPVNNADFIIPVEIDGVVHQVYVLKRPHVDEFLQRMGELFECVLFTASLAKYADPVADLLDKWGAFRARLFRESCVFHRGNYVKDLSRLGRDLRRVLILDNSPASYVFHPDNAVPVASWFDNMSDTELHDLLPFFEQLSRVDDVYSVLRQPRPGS
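Incubation: 45 min enzyme reaction at room temperature / System: truncated SCP-1 phosphatase (76-261aa) / Reagent: Phospho 17-mer peptide substrate / Buffer or medium: Acidic Tris acetate buffer with magnesium and detergent / Signal: absorbance at 630 nm / Doses: one concentration, 20 µM, with 1.0% DMSO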
SUMO1 PPI mod – modulators of human SUMO1-mediated protein-protein interactions; P63165; SUMO1 binding to a labelled peptide, TR-FRET, 1 h; AID 602429; 0.33% of 360,000 active; inhibition, % at 20 µM; in the data active = inhibition above about 37%
Target sequence (P63165 whole entry, looked up): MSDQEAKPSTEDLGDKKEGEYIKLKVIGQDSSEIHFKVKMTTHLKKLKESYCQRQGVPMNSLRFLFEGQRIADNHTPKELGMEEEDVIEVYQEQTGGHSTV
DNMT1 block – DNMT1 (human) enzyme inhibition; P26358; DNMT1 molecular beacon, Hinp1I cleavage, fluorescence; inhibition (reported as % activation of signal), % at 10 µM; 0.83% of 360,000 active; AID 588458; in the data active = inhibition above about 50%
SKN-1 block – C. elegans SKN-1 inhibition. inhibition, % at 21.8 µM. 0.49% of 360,000 active. AID 624304. C. elegans VP596 Pgst-4::GFP/RFP ratio, acrylamide-induced, 24 h;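 active = interference check ratio from 0.5 to 1.5 plus GFP to RFP signal ratio inhibition reaching or exceeding a fixed threshold, cut at about 30% in these data, passing the limit was not always enough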; also: some compounds called inactive have numbers as strong as hits
NadD block – blocks S. aureus nicotinate mononucleotide adenylyltransferase | purified NadD enzyme, colorimetric absorbance read-out | 0.78% of 360,000 active | inhibition, % at 20 µM | AID 602399; in the data active = inhibition above about 26%; also: some compounds past the cut are filed as inactive
MT1-MMP act inh – MT1-MMP (human) activation inhibition; HT1080 RFP-PRO-GFP cells, GFP/RFP ratio fluorescence, overnight; percent of plate control window, DMSO zero; GFP/RFP ratio change, % at 20 µM; 0.061% of 360,000 active;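 active = GFP/RFP ratio change of at least 30% with cell ATP level not reduced by more than half and red fluorescence within 50% of control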; also: strong numbers were not always called active
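Test system: HT1080 cells expressing an RFP-PRO-GFP fluorescent reporter construct / Compound dosing: single-point 20 µM compound, 1% DMSO / Schedule: cells overnight before dosing, compound overnight, 37 °C, 5% CO2 / Evaluation: GFP/RFP fluorescence ratio / Control set: DMSO and RFP-L50D-GFP cell wells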
Rpn11 inh – inhibitors of human proteasome Rpn11. O00487. human 26S proteasome, Ub4-pepOG fluorescence polarization; 20S core pre-blocked with epoxomicin. calls only at 20 µM. 0.59% of 360,000 active. AID 588493;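 active = inhibition at 20 µM, scaled to each plate's controls, above about 33%, limit read from the data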
Target sequence (O00487 whole entry, looked up): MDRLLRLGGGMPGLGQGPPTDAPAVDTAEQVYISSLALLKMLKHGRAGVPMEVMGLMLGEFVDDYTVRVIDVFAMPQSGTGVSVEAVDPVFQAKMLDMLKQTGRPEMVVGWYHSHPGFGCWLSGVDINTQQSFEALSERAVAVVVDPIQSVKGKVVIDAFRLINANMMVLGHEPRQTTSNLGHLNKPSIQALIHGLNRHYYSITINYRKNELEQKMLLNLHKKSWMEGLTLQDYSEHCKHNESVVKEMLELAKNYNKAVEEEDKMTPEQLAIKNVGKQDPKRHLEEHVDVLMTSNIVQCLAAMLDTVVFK
STEP block – STEP (human) phosphatase inhibition; P54829; AID 588621; inhibition, % at 20 µM; 0.25% of 360,000 active; recombinant STEP, OMFP fluorogenic substrate, fluorescence;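 active = inhibition at 20 µM, scaled per plate between control wells, above about 37%, limit read from the data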;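 also: 0% = DMSO with enzyme and substrate and 100% = substrate only without enzyme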
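Assay system: isolated STEP enzyme. Buffer or medium: pH 6.0 Bis-Tris with DTT and Tween 20. Also added: fluorogenic phosphatase substrate OMFP at 25 µM final. Dosing: 20 µM, 1% DMSO. Timing: 20 min reaction, room temperature, in the dark. Measured by: fluorescence intensity, excitation 480 nm, emission 540 nm. Evaluation: normalized % inhibition.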
NRP1-CendR mod – modulators of CendR peptide binding to human neuropilin-1. O14786. FAM-RPARPAR peptide binding to NRP-1, fluorescence polarization. inhibition, % at 25 µM. 0.85% of 360,000 active;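 active = inhibition or corrected inhibition above about 18%, plus a signal ratio from 0.5 to 1.5, limit read from the data, passing the limit was not always enough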; also: strong numbers were not always called active
Starred values were filed as active, the others as inactive; i = inactive; · = no result given; + = active, no number.

SMILES	LMPTP block	Scp-1 inhibitor	SUMO1 PPI mod	DNMT1 block	SKN-1 block	NadD block	MT1-MMP act inh	Rpn11 inh	STEP block	NRP1-CendR mod
CC(OC(=O)c1cc(-c2cccnc2)nc2ccccc12)C(=O)Nc1ccc2ccccc2c1 (configuration not stated)	2.0	9.6	-5.3	-18.9	8.0	20.9	-4.1	i	-1.7	-21.4
Cc1sc2nc(C)n(/N=C/c3ccccc3)c(=O)c2c1C	-0.5	-6.8	3.8	8.0	-2.1	1.2	3.4	i	-3.7	2.1
CC(=O)c1cccc(NC(=O)C(C)OC(=O)CCC2CCCCC2)c1 (configuration not stated)	1.1	-9.0	1.6	1.7	2.0	-6.2	-5.3	i	-1.6	4.3
Cc1cc(=O)oc(C)c1C(=O)NCC1COc2ccccc2O1 (configuration not stated)	0.8	0.2	-1.5	-6.4	-0.3	-0.1	-5.2	i	-1.9	-5.3
Cc1ccc(C(=O)n2cnnc2N)cc1C	-1.6	-11.2	3.9	-3.4	24.2	3.6	1.0	i	-1.6	1.3
COc1ccc(C(=O)NCc2ncccc2C)cc1OC1CCN(C(C)=O)CC1	1.0	-3.1	-0.2	1.7	7.7	-1.4	1.3	i	-2.2	0.9
CC(NC(=O)Cc1ccc(NS(=O)(=O)c2cccc(C(F)(F)F)c2)cc1)c1ccccn1 (configuration not stated)	-0.1	7.5	-1.7	-3.1	5.7	3.9	4.9	i	-1.7	5.1
COc1ccc(CN2C(=O)CCCc3ccccc32)cc1	-0.5	8.3	-1.3	-1.3	0.0	1.9	-2.5	i	-1.3	1.2
CCC1(CC)NC(=O)N(CC(=O)OCC(=O)Nc2ccccc2[N+](=O)[O-])C1=O	-1.6	-5.2	-16.4	-0.3	7.0	-2.5	-0.6	i	-3.6	-4.6
Cc1cccnc1NC(=O)Nc1cccc(F)c1	-1.1	·	2.8	5.2	1.0	2.6	-1.0	i	-2.4	-3.9
COc1cccc(Cn2nnc(C(=O)Nc3cc(Cl)ccc3OC)c2N)c1	4.5	-19.3	-3.5	0.2	5.1	-8.7	-1.1	i	0.7	9.5
Cc1cccc(C)c1NC(=O)CNC(=O)Cc1ccc(Br)cc1	0.4	-7.0	-2.3	-0.5	-7.7	5.0	-2.7	i	0.2	-6.6
Nc1nc(-c2ccco2)nn1S(=O)(=O)c1ccc(Cl)cc1	-1.7	-2.5	-0.1	-9.5	0.3	-6.7	-2.1	i	2.5	-1.4
O=C(Nc1ccccc1Cl)c1cc(C2CCCCN2C(=O)c2cccs2)on1 (configuration not stated)	2.2	·	-1.0	0.9	18.3	-2.3	-4.0	i	3.8	-9.2
O=C(CNC(=O)c1ccccc1)OCC(=O)N1N=C(c2ccc(Cl)cc2)CC1c1ccco1 (configuration not stated)	-1.5	-3.4	-0.5	2.9	-3.6	-10.4	-0.4	i	1.4	2.4
COCCNC(=O)CSc1nc2cc3c(cc2c(=O)n1Cc1ccco1)OCO3	0.7	-11.2	0.5	0.6	-18.0	1.8	6.7	i	6.3	7.7
O=C(COc1ccc(F)cc1)NN1C(=O)CSC1=S	-1.5	-0.8	22.0	0.4	-0.5	0.2	-12.6	+	-1.4	-100.7
O=C(Nc1ccc(Cl)cc1)Nc1nc(-c2sccc2Br)cs1	-0.1	-7.2	3.9	11.2	20.6	18.6	-3.9	i	-2.7	0.4
CC1=C(C(=O)OCCOC(C)C)C(c2cccnc2)C2=C(CCCC2=O)N1 (configuration not stated)	-2.8	-0.3	-3.7	-1.2	-7.1	3.0	3.2	i	-0.1	22.0
O=C(Nc1ccc(Cl)cc1Cl)c1ccc(Br)o1	1.7	-13.9	0.1	0.8	35.8*	-7.5	1.5	i	-2.4	8.3
CCn1nc(C)c(CN2CCc3c([nH]c4ccccc34)C2C(C)(C)C)c1C (configuration not stated)	-0.9	-4.5	5.2	-6.8	-8.5	-4.4	-6.7	i	1.4	1.1
O=C(N/N=C/c1ccccc1F)c1ccc(COc2ccccc2Cl)o1	0.2	6.1	-2.2	-3.0	-27.6	0.9	1.4	i	-4.7	-24.3
Cc1cc([N+](=O)[O-])cnc1Sc1nccn1C	-2.1	0.7	-20.9	-0.3	7.0	-1.8	0.3	i	-6.0	0.2
CCc1nc(SCC(=O)N2CCCc3ccccc32)c2oc3ccccc3c2n1	3.4	-4.6	5.3	-2.6	-10.0	-1.6	-5.5	i	-3.2	-3.6
O=C(N/N=C/c1cccc2ccccc12)c1ccncc1	0.4	-6.2	-31.1	-41.2	-2.6	-3.5	3.3	i	1.1	5.3
CCN1C(=O)[C@H]2[C@@H](c3ccc(C)cc3)N3C(=O)N(c4cccc(C)c4)C(=O)[C@@]3(Cc3ccccc3)[C@H]2C1=O	-0.6	-11.2	0.0	-1.2	2.7	0.7	1.5	i	1.0	-5.6
COC(=O)c1ccc(Oc2nc3ccccc3n3c(C)nnc23)cc1	-0.1	7.7	-0.8	17.4	7.5	2.7	-3.3	i	1.3	5.3
CC(C)[C@H](NC(=O)OC(C)(C)C)c1nnc(S(=O)(=O)Cc2c(F)cccc2Cl)o1	-0.2	-10.7	-1.6	7.7	-5.4	-0.4	1.7	i	-1.8	5.2
CSc1ccc(/C=C/C(=O)c2ccc(O)cc2)cc1	1.2	-7.6	-8.8	-0.1	29.0	-7.3	-7.3	i	1.1	-75.9
O=C1NCCOC(=O)[C@H](Cc2ccc(F)cc2)CC/C=C/C[C@H]1CC(=O)N(CCO)Cc1ccccc1	-1.7	1.9	4.3	6.0	0.7	-9.1	12.7	i	1.2	2.1
CCOC(=O)CCc1c(C)c2ccc(O)cc2oc1=O	-1.1	-4.3	1.9	-2.9	8.5	-1.8	6.8	i	-9.3	1.9
CCCCc1cc(=O)oc2c(CN3CCCC3)c(O)ccc12	-1.2	-4.0	1.7	-3.2	15.2	2.9	0.0	i	0.5	-0.6
CC(/C=C/c1ccc(OCc2ccccc2)cc1)=N\O	-0.8	-5.3	0.7	3.1	4.2	-9.0	-7.2	i	-2.7	-13.4
Cn1c(N)c(S(=O)(=O)NCc2ccc(Cl)cc2)c(=O)n(C)c1=O	-1.6	-5.0	21.9	5.6	1.4	-3.4	-1.9	i	-3.6	-3.2
CCCCN(C(=O)CN1CCOCC1)c1c(N)n(CC(C)C)c(=O)[nH]c1=O	-1.1	-2.7	-3.5	4.8	-7.8	-5.8	1.6	i	-3.4	-7.1
COc1ccccc1C=NN=C(NN=Cc1ccccc1OC)NN=Cc1ccccc1OC	21.3	12.6	3.7	-9.1	-10.1	35.1*	-8.6	i	3.9	7.1
O=C(/C=C/c1ccc(F)cc1)N1CCN(c2ncccn2)CC1	1.3	-5.2	-2.5	3.0	9.7	3.4	1.3	i	0.2	15.8
COC(=O)C(NC(C)=O)(Nc1ccccn1)C(F)(F)F (configuration not stated)	-0.6	-4.0	-2.9	6.1	-10.3	5.1	2.8	i	1.2	-16.2
CCN(CC)c1ccc(C=NCCNS(=O)(=O)c2ccc(C)cc2)cc1	-0.8	1.8	-14.0	2.5	16.3	-0.8	-2.5	i	-0.1	-7.9
CC1CCCN(C(=O)COC(=O)/C=C/c2ccc(C(F)(F)F)cc2)C1 (configuration not stated)	-0.6	-12.7	-21.1	1.0	-2.3	-4.9	-0.9	i	3.1	6.7
COC(=O)c1sc(=S)n(-c2cccc(Cl)c2)c1N	0.1	-8.7	-8.1	-1.7	-4.2	-7.1	0.4	i	3.8	-14.7
COc1ccc(C(=O)Nc2ccccc2C(=O)NC(Cc2c[nH]c3ccccc23)C(=O)O)cc1 (configuration not stated)	-0.7	-3.2	-0.1	-0.5	1.2	3.4	-0.5	i	0.9	1.4
Cc1ccc(S(=O)(=O)NCc2ccccc2NS(=O)(=O)c2ccc(C)cc2)cc1	-0.8	·	1.3	·	6.0	·	2.0	·	·	6.3
COc1ccc(-c2nc(N)n(C(=O)c3ccccc3Cl)n2)cc1	0.3	-6.8	1.9	1.2	5.1	1.3	2.2	i	-1.2	-9.8
CCC(C)(C)n1nnnc1C(C(C)C)N1CCC(C(N)=O)CC1 (configuration not stated)	-0.3	-0.5	20.3	-1.0	29.7	1.6	-1.7	i	-1.5	1.4
O=C(Cn1ncn2c(cc3ccccc32)c1=O)NCCc1cccs1	0.9	-3.1	4.0	3.2	5.5	0.7	0.4	i	0.7	7.3
COc1cc(C(F)(F)F)c(C(=O)NCc2cccc(Cl)c2)cn1	0.0	-6.6	1.4	4.9	2.0	4.8	2.8	i	-1.2	-3.1
Cc1ccc(S(=O)(=O)N2CCC(C(=O)NCCN3CCOCC3)CC2)cc1	-11.2	·	-16.1	1.0	5.1	3.8	-0.1	i	-2.1	-0.5
O=c1c(Cc2ccccc2)c(O)nc2n1CCS2	-0.5	-2.6	6.8	-0.4	1.7	1.9	-2.9	i	-3.5	-51.6
CCSC(=O)NC12CC3CC(CC(C3)C1)C2	0.7	-0.1	-2.1	-0.6	0.8	0.0	·	i	-2.3	1.0
COc1ccc(C(=O)NNC(=O)COc2ccc(Cl)cc2)c(OC)c1	-1.7	-1.8	8.5	0.5	-11.7	-6.0	1.5	i	-1.7	1.5
CCC(C)C(NC(=O)c1ccccc1NC(=O)c1ccc(C)cc1)C(=O)O (configuration not stated)	-0.2	-4.7	0.0	3.0	0.1	0.3	5.4	i	-0.3	4.1
O=C(NCCCn1ccnc1)C1CC(c2ccccc2Cl)=NO1 (configuration not stated)	-6.3	-9.0	-5.0	-0.3	1.0	-2.1	6.0	i	0.7	-4.3
CCc1nnc(NC(=O)CSc2nnc(Cc3cc(=O)[nH]c(=O)[nH]3)n2-c2ccc(OC)cc2)s1	-2.9	-6.5	-0.1	-1.5	-0.6	2.6	4.9	i	1.3	-2.5
O=C(NCC(c1ccco1)N1CCc2ccccc2C1)c1ccc(Cl)cc1 (configuration not stated)	0.5	-5.7	0.4	-0.6	-1.4	-7.0	-0.1	i	-2.4	-8.9

A different layout for part of the listing above:
Below each compound: LMPTP block	Scp-1 inhibitor	SUMO1 PPI mod	DNMT1 block	SKN-1 block	NadD block	MT1-MMP act inh	Rpn11 inh	STEP block	NRP1-CendR mod
CCN(CC)c1ccc(C=NCCNS(=O)(=O)c2ccc(C)cc2)cc1
 : -0.8	1.8	-14.0	2.5	16.3	-0.8	-2.5	i	-0.1	-7.9
COC(=O)c1sc(=S)n(-c2cccc(Cl)c2)c1N
 : 0.1	-8.7	-8.1	-1.7	-4.2	-7.1	0.4	i	3.8	-14.7

Source: PubChem BioAssay (Sanford-Burnham Center for Chemical Genomics)
